# Bioassay records deposited in PubChem by University of Kansas High Throughput Screening Laboratory.
# Pf apPOL inh – Pf-apPOL DNA polymerase inhibition; Recombinant Pf-apPOL, molecular beacon fluorescence, 1.5 h; inhibition, % at 10 µM; 210,000 compounds, 0.25% hits
# mHTT CaM bind – mHTT-calmodulin interaction abrogation; inhibition, % at 15 µM; P42858; AID 1671202; AlphaScreen His-mHTT/GST-CaM binding, luminescence; 190,000 compounds, 3.6% hits;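 also: 0% = both proteins with DMSO and 100% = one protein alone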
# Target sequence (P42858 whole entry, looked up, stated change not applied): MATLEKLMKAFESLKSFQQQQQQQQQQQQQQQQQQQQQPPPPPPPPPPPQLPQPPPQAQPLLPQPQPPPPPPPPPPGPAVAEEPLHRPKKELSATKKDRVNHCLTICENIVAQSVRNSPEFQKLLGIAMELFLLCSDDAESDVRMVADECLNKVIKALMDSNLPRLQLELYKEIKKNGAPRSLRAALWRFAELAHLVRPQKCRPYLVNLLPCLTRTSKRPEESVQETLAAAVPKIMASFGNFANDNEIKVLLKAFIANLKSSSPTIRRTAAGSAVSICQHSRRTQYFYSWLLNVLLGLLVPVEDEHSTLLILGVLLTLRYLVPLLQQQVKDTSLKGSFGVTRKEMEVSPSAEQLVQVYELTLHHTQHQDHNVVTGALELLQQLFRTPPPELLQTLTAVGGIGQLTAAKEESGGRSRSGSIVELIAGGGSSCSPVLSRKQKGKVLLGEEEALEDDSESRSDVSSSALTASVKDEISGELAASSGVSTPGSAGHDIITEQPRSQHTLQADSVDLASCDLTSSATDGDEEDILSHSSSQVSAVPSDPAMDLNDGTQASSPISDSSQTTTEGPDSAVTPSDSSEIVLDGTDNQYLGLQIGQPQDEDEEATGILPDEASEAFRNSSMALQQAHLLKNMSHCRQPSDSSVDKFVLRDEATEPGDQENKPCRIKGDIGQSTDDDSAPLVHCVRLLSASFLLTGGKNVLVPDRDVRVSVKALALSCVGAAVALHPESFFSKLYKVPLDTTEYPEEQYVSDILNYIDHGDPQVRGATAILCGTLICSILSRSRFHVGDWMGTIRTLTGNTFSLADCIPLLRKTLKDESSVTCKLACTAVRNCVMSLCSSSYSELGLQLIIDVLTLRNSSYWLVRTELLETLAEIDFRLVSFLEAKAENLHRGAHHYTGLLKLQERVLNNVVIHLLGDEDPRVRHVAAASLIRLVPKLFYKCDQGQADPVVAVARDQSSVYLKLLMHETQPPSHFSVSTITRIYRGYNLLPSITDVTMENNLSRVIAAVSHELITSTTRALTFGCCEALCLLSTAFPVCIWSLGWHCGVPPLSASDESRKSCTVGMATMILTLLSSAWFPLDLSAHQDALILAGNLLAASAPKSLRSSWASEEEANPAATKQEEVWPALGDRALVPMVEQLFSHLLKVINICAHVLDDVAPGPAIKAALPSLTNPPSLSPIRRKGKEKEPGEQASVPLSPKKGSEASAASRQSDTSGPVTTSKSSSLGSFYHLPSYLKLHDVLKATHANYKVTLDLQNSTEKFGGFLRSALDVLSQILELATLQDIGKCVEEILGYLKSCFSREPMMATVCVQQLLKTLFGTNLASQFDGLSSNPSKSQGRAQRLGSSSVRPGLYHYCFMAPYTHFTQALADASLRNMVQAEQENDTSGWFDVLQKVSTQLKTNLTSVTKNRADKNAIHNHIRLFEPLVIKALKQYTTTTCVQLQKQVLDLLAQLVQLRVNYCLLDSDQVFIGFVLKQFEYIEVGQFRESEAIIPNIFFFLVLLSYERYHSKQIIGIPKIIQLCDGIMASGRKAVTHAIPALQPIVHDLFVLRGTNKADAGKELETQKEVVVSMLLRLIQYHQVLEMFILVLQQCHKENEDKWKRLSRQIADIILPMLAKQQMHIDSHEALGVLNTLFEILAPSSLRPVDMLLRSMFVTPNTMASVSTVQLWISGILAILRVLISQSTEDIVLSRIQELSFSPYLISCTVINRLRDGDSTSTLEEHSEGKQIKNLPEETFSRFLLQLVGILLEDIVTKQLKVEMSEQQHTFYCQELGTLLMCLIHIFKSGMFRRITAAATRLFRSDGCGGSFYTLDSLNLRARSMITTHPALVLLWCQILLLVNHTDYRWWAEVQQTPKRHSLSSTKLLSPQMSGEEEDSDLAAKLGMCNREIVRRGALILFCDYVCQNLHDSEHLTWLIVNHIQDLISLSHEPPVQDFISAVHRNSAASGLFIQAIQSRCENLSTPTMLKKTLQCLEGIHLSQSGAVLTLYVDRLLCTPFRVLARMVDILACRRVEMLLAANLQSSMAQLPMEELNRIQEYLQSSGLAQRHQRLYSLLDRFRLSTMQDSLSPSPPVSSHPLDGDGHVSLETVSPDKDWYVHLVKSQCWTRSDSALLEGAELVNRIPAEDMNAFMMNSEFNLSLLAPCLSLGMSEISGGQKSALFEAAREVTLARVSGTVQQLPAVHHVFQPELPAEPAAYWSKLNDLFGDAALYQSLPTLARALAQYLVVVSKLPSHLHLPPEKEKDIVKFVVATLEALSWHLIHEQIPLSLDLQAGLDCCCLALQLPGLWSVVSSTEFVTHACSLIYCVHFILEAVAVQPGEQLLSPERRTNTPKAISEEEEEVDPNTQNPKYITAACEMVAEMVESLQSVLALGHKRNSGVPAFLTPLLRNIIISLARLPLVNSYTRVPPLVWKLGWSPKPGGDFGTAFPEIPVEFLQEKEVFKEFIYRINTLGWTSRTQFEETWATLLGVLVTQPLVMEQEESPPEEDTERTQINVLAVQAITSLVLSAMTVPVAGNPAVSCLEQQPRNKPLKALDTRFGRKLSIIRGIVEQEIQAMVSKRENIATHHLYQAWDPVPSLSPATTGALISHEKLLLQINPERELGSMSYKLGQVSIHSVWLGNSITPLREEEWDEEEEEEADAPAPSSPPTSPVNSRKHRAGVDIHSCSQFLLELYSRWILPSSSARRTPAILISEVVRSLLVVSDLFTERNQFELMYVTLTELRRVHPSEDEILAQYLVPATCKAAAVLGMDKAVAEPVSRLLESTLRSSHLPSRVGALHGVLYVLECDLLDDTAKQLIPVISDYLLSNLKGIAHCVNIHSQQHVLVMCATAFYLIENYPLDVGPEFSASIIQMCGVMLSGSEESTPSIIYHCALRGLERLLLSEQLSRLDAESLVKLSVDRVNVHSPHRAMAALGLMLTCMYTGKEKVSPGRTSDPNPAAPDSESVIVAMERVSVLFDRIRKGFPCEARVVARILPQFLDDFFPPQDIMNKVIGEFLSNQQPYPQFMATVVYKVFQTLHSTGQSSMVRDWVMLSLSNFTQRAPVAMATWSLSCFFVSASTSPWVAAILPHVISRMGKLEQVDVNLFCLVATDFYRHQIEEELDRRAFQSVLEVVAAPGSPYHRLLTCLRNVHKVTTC
# * marks the source's active call; other numbers are inactive results; i = inactive; · = not tested or not shown; & = joins results of further samples; ! = not confirmed by another sample. Rule as the data show it: active = inhibition above about 50%; inactive = the rest.
SMILES,Pf apPOL inh,mHTT CaM bind
CCNC(=O)c1csc(CN2CCN(c3ccc(C)cc3)CC2)n1,0.9,8.2
Nc1nc2c(c(=O)[nH]1)C[C@@H](CCc1ccc(C(=O)N[C@@H](CCC(=O)O)C(=O)O)cc1)CN2,-1.0,·
CC1CCCN(CCCNC(=O)c2cc3c(s2)CN(C(C)C)C3)C1 (stereo unspecified),2.4,1.4
CC(=O)C(C)(C)OC(=O)NCc1cccs1,0.4,·
CSc1ccc(NC(=O)N2CCC(c3cc(N)on3)CC2)cc1,-3.2,-5.5
CCOc1ccc(-n2c(CN3CCN(C(=O)NC4CCCC4)CC3)nc3cccnc32)cc1,-4.7,3.1
CCc1ccc(S(=O)(=O)Nc2ccc3c(c2)N(C(=O)c2cccs2)CC3)s1,-9.4,-0.3
O=C(Nc1ccc(Cl)c(-c2nc3ncccc3o2)c1)c1ccc(F)cc1,0.3,6.0
CCCc1noc(-c2cccnc2N2CCCN(C(=O)c3ccccc3C)CC2)n1,-4.8,7.4
O=C(O[C@H]1CC[C@@]23CCCN2C(=O)CCC[C@H]3C1)N1CCN(c2ccccc2)CC1,-3.4,-11.6
CCOc1cc(C=C2C(=O)OC(C)(C(C)(C)C)OC2=O)ccc1OC (stereo unspecified),1.1,1.0
O=C(O)Cn1nc(C(F)(F)F)c(Cl)c1C1CC1,·,-5.2
COc1ccc(C(=O)N2CCC(Oc3ccccc3)CC2)cc1,-2.4,4.5
CC(=O)c1ccc(NC(=O)CSc2nc3ccccc3s2)cc1,-1.2,0.1
CCCOc1ccc(C(=O)Nc2cccc(NC(=O)c3ccco3)c2)cc1,-2.5,3.7
CCCOC(=O)Nc1c(C)cccc1C(C)C,16.2,-16.0
CC(C)(C)C1(O)CC(C(F)(F)F)=NN1C(=O)c1ccccc1Cl (stereo unspecified),-1.6,-14.0
CCOC(=O)COc1ccc2c(=O)c(-c3ccc(OC)cc3)coc2c1,-2.8,-2.0
Cc1cccc(OCC(=O)Nc2cc(F)c3nc(N4CCOCC4)ccc3c2)c1,2.4,-1.8
O=C(Nc1cccc2c1CCCC2)c1ccccc1O,-1.5,-5.6
O=c1cc(Nc2ccc(Br)cc2)[nH]c(=O)[nH]1,2.2,0.2
O=C1NC(=O)/C(=C\c2cccc(C(F)(F)F)c2)S1,-1.6,3.0
Cc1ccc(C(=O)Nc2ccc(-c3nc4ncccc4o3)cc2)cc1Cl,-0.4&-2.6,1.0&1.8
COc1cccc(C(=O)Nc2cccc(NC(C)=O)c2)c1,7.7,-5.7
CCCNC(=O)c1cc(C)nc2c(Cl)cccc12,10.9,40.2
COc1cc(NC(=O)c2ccccc2C)c(OC)cc1NC(=O)c1ccccc1,-4.8,-2.0
O=C(Cc1nc(-c2ccccn2)n[nH]1)Nc1ccc(Cl)cc1,-9.5,67.5*
O=[N+]([O-])c1ccc(O)c(C=Nc2ccc3oc(-c4ccccc4)nc3c2)c1,-1.2,2.0
CCOC(=O)c1oc2cc(O)ccc2c(=O)c1-c1ccc(OC)c(OC)c1,-3.9,2.6
COc1ccc(NC(=O)c2ccccc2Cl)cc1OC,-3.9,-6.4
CCNC(=O)c1csc(-c2cccc(OCC)c2)n1,-6.4,-1.3
CC(C)(Oc1ccc(Cl)cc1)C(=O)N(Cc1ccsc1)Cc1ccccn1,-3.4,-16.8
O=C(CCC1CCCC1)N1CCN(c2nnc3ccc(C(F)(F)F)cn23)CC1,-1.3,9.8
CC(C)(C)c1nnc2n(c1=O)N=C(c1cccc([N+](=O)[O-])c1)CS2,-1.3,1.0
CC(NS(=O)(=O)CCCOc1ccc2c(c1)OCO2)c1ccccc1 (stereo unspecified),-7.4,3.7
COc1ccc(C(=O)CSc2n[nH]c(-c3ccccc3)n2)cc1[N+](=O)[O-],-2.9,4.7
CCN1CCN(c2ccc(NC(=O)c3ccc(C)cc3)cn2)C1=O,-4.1,-7.9
Cc1ccccc1NC(=O)c1nn(C)cc1[N+](=O)[O-],-2.7,-5.0
O=C(Nc1nnc(C2CC2)s1)C1CC1,2.1,·
COc1cc(/C=C/C(=O)O)cc(S(=O)(=O)NCc2ccc3c(c2)OCO3)c1OC,-6.3,-1.0

# The list goes on; it opens with the 6 that closed the last part.
SMILES,Pf apPOL inh,mHTT CaM bind
CC(NS(=O)(=O)CCCOc1ccc2c(c1)OCO2)c1ccccc1 (stereo unspecified),-7.4,3.7
COc1ccc(C(=O)CSc2n[nH]c(-c3ccccc3)n2)cc1[N+](=O)[O-],-2.9,4.7
CCN1CCN(c2ccc(NC(=O)c3ccc(C)cc3)cn2)C1=O,-4.1,-7.9
Cc1ccccc1NC(=O)c1nn(C)cc1[N+](=O)[O-],-2.7,-5.0
O=C(Nc1nnc(C2CC2)s1)C1CC1,2.1,·
COc1cc(/C=C/C(=O)O)cc(S(=O)(=O)NCc2ccc3c(c2)OCO3)c1OC,-6.3,-1.0
O=C(c1nc2nc(-c3ccccc3)cc(C(F)(F)F)n2n1)N1CCOCC1,0.3,0.0
COC(=O)c1ccc2nc(C)cc(NC(=O)c3ccc(S(=O)(=O)NC4CC4)cc3)c2c1,5.9,30.7
COc1cc(-c2nc(-c3cccs3)c(-c3cccs3)[nH]2)ccc1O,0.5,97.0*
Cc1onc(-c2ccccc2Cl)c1C(=O)ONC1=NCCCC1,-4.7,·
Cc1ccc(N2C=C(C#N)S(=O)(=O)c3ccc(C)cc32)cc1,-2.0,-10.0
Cc1ccccc1C1CCCN1C(=O)Cc1ccccc1Cl (stereo unspecified),-1.3,3.1
Clc1cccc(C2C=C(c3ccc(I)cc3)Nc3ncnn32)c1 (stereo unspecified),-8.5,-2.0
COc1ccc(-c2nc(CCNC(=O)Cn3cnc(C)cc3=O)cs2)cc1,1.5,-9.2
CCOC(=O)N1CCC(Cn2cccn2)CC1,-3.7,-6.2
CC1=NN(c2ccccc2)C(=O)/C1=C/c1ccc(Br)s1,2.1,46.0
CN1CCC(O)(c2ccccc2)C(C)(C)C1 (stereo unspecified),4.8,-1.2
O=C(NCCn1nc(-c2ccco2)ccc1=O)c1c(F)cccc1Cl,4.1,3.1
COC(=O)c1ccc(-c2csc(NC(=O)Nc3ccc4c(c3)OCO4)n2)cc1,-6.7,-5.5
Cc1ccc(C(=O)Nc2ccc(C(=O)O)cc2)cc1S(=O)(=O)N1CCOCC1,-10.1,-3.6
O=C(NCc1cccs1)C1CCCN(c2nnc3ccc(Cl)cn23)C1 (stereo unspecified),-1.4,9.7
Cc1ccccc1-c1ccc(N2CCC(C(=O)Nc3ccc4c(c3)OCCO4)CC2)nn1,-21.5,3.1
Cc1cc(C)n(-c2ccccc2)c(=O)n1,-2.5,-13.6
CC(C)CNC(=O)C1CCc2sc(C(=O)N3CCOCC3)cc2C1 (stereo unspecified),-7.4,2.1
Cc1cccc(OCc2nc(C(=O)N3CCN(C)CC3)cs2)c1,1.2,8.2
COc1cc(C(=O)NCC2CCN(S(C)(=O)=O)CC2)cc(OC)c1OC,1.4,1.2
CN1CCN(C(=O)CC23CC4CC(C2)CC(c2ccccc2)(C4)C3)CC1,-4.3,21.0
O=C(NCc1ccc(Cl)cc1)NCC1CCN(Cc2cccs2)CC1,-6.5,-17.1
NCCCCN=C(N)N,-5.7,·
CSc1ccc(C2SCC(=O)N2c2ccc(Cl)cc2)cc1 (stereo unspecified),-1.2,-3.0
O=C(NC1CCCC1)C1CCCN(C(=O)c2cccc(Cl)c2)C1 (stereo unspecified),-4.2,30.4
O=C1C(=Cc2ccc(Cl)c(Cl)c2)Oc2cc(O)ccc21,-36.6,0.7
COc1cc(SC)ccc1C(=O)NCc1ccccc1,5.6,-16.0
Cc1nnc(NC(=O)c2cn(Cc3cccc(F)c3)nc2OCc2cccc(F)c2)s1,0.6,-1.4
CCc1ccc(C=C2SC(=O)N(CC(=O)Nc3nccs3)C2=O)cc1,2.0,0.0
C=CCC1(NCc2ccco2)CCCCC1,·,-5.1
COCCOC(=O)/C(C#N)=C/c1ccoc1,·,-5.6
Cc1ccc(-c2nn(CC(=O)NCc3cccnc3)c(=O)c3ccccc23)cc1,15.8,6.0
CC(C)C(=O)Oc1coc(CSc2nnc(NC(=O)c3cccs3)s2)cc1=O,73.8*,82.4*
CC12CC3CC(C1)CC(CC(=O)O)(C3)C2,2.9,4.3
O=C(Nc1ccc(Cl)cc1)c1ccc(-c2cccs2)s1,9.1,·
CC(NC(=O)c1cn2cc(Cl)ccc2n1)c1ccc(F)cc1 (stereo unspecified),-4.0,2.8
O=C(c1csc(Nc2ccc(OC(F)F)cc2)n1)N1CCN(c2ncccn2)CC1,2.1,8.2
COc1ccc(OC)c(NC(=O)c2ccco2)c1,6.3,-2.1
Cc1nc(-c2ccccc2)nc2c1CCC(=O)N2C,2.5,-10.7
Cn1cccc1C(=O)N1CCCCC1c1nncn1Cc1ccccc1 (stereo unspecified),-7.4,2.8
O=C(NCCCS(=O)(=O)N1CCN(c2ncccn2)CC1)c1ccncc1,-8.1,-8.5
Cc1cc(NC(=O)c2cc(C)on2)n(-c2nc3ccccc3s2)n1,-3.3,-19.6
CCC1(C)CC(C(O)CNCc2ccc(OC)c(OC)c2)CCO1 (stereo unspecified),-5.3&-3.8,-8.0&0.0
O=C(NCC(c1cccs1)N1CCCC1)c1cccs1 (stereo unspecified),-3.1,-0.5
CC(O)CN1C(=O)C(CC(=O)Nc2ccc(Cl)cc2)SC1=Nc1ccccc1 (stereo unspecified),-1.2,36.0
COc1cc(OC)cc(C(=O)N2CCC3(C2)C(=O)N(C)c2ccccc23)c1 (stereo unspecified),1.0,21.9
c1ccc(C2(c3ccccc3)OC(c3cccnc3)Nc3ccccc32)cc1 (stereo unspecified),-7.8,22.0
COc1cc(C2SCC(=O)N2c2c(C)n(C)n(-c3ccccc3)c2=O)ccc1O (stereo unspecified),-1.3,2.0
O=c1nc(/C=C/c2cn[nH]c2-c2ccccc2)cc(C(F)(F)F)[nH]1,-3.6,10.0
CCc1ccc(NC(=O)CN2C(=O)c3ccccc3C2=O)cc1,-8.0,-4.1

# Going on with the list.
SMILES,Pf apPOL inh,mHTT CaM bind
CC(C)Cn1cc(C(=O)NCCc2ccccc2Cl)c2c3ccccc3n(C)c2c1=O,3.2,1.0
CN(CC1CC(c2ccc(Cl)cc2)=NO1)C(=O)C1CCCC1 (stereo unspecified),-6.2,-8.5
CCCCC(=O)NC(c1ccccc1OC)c1cc([N+](=O)[O-])c2cccnc2c1O (stereo unspecified),-70.6&-4.6,100.0*!
CCn1c(-c2ccccc2)cc(C(N)=O)c1C,-4.5,3.5
Cc1cccc(N2CCN(C(=O)CC(C)(C)C)C(C)C2=O)c1 (stereo unspecified),-3.3,0.1
CCC(Cc1ccccc1)NC(N)=O (stereo unspecified),-5.9,-2.4
O=C(Nc1ncn[nH]1)C1c2ccccc2Oc2ccccc21,1.0,-1.7
CSc1cccc(NS(=O)(=O)c2cc(Br)cc3c2N(C(C)=O)C(C)C3)c1 (stereo unspecified),1.1,7.0
Cc1ccc(CN(CC(=O)NCc2ccccn2)S(=O)(=O)c2ccc(C)cc2)cc1,-3.6,1.3
CC1(C)Cc2cccc(OCCCS(=O)(=O)N3CCN(c4ncccn4)CC3)c2O1,-8.9,-3.5
Cc1ccccc1-c1onc(C)c1C(=O)NCc1ccccc1,1.8,-14.8
Cc1cc(Cl)ccc1OCC(=O)O/N=C(\N)c1ccncc1,-5.1,i
COc1ccc(S(=O)(=O)Nc2cccc(-c3ncon3)c2)cc1OC,-8.6,·
N#CC1=C(N)Oc2nc[nH]c(=O)c2C1c1ccsc1 (stereo unspecified),·,-6.1
CCCc1cc(C(=O)Nc2ccc(N(CC)CC)cc2)nn1-c1ccccc1,-2.1,·
O=C(CNCc1ccco1)Nc1cc(C(F)(F)F)ccc1Cl,-0.8,1.0
Cc1nc2cc(N3CC(C(=O)NCc4cccc(Cl)c4)CC3=O)ccc2o1 (stereo unspecified),-3.4,1.1
COCCNC(=O)C1(C)CCC(=O)N1c1ccc(F)cc1C (stereo unspecified),3.7,-2.1
COc1ccccc1CCC(=O)N1CCCC(c2noc(-c3cccc(F)c3)n2)C1 (stereo unspecified),-2.5,9.5
Cc1nn(-c2ccccc2)cc1C=NNC(=O)c1cccs1,6.3,·

# Exported with values under each structure: six of the compounds above
# Screens in order – Pf apPOL inh	mHTT CaM bind
Cc1cc(Cl)ccc1OCC(=O)O/N=C(\N)c1ccncc1
 : -5.1	i
COc1ccccc1CCC(=O)N1CCCC(c2noc(-c3cccc(F)c3)n2)C1 (stereo unspecified)
 : -2.5	9.5
CCCc1cc(C(=O)Nc2ccc(N(CC)CC)cc2)nn1-c1ccccc1
 : -2.1	·
Cc1ccccc1-c1onc(C)c1C(=O)NCc1ccccc1
 : 1.8	-14.8
Cc1nc2cc(N3CC(C(=O)NCc4cccc(Cl)c4)CC3=O)ccc2o1 (stereo unspecified)
 : -3.4	1.1
COc1ccc(S(=O)(=O)Nc2cccc(-c3ncon3)c2)cc1OC
 : -8.6	·

# Later entries.
SMILES,Pf apPOL inh,mHTT CaM bind
CCC(Cc1ccccc1)n1c(SCC(=O)Nc2cc(C)[nH]n2)nc2ccccc2c1=O (stereo unspecified),1.8,11.0
COC(=O)N1CCc2ccccc2C1C(=O)NCc1ccco1 (stereo unspecified),3.2,2.6
O=C(O)c1cc(Br)cc2c1NC(c1ccc(F)cc1)C1CC=CC21 (stereo unspecified),8.1,95.0*
COc1cccc(NC(=S)N=S(C)(=O)c2ccccc2)c1 (stereo unspecified),-11.2,·
O=C1CC(Nc2ccccc2)C=C1Nc1ccccc1 (stereo unspecified),2.9,·
Cc1ccc(CNC(=O)c2cnn3c(-c4ccccc4)ccnc23)cc1,-1.5,-26.2
COC(=O)Nc1ccc2c(c1)N(C(=O)CCN1CCOCC1)c1ccccc1CC2,-8.0,-1.2
N#Cc1cnc(Sc2nnc(-c3cccs3)n2-c2ccc(Cl)cc2)nc1N,-1.5,·
Cc1ccc(S(=O)(=O)N=C2C=C(N3CCOCC3)C(=O)c3ccccc32)cc1,1.4,84.0*

# These rows are one share of the data, so the mix of outcomes need not match the whole.
